G6PDH CS – L. mesenteroides G6PDH inhibitors, counter-screen for G6PDH-coupled screening assays, biochemical, Leuconostoc mesenteroides enzyme | glucose-6-phosphate dehydrogenase [Leuconostoc mesenteroides] | Purified L. mesenteroides G6PDH, diaphorase/resazurin coupled fluorescence, 45 min | inhibition, % at 5 µM | 200,000 tested, 0.12% active | AID 1020, 2008; in the data active = inhibition above about 50%
STAT1 act – STAT1 signaling activators, primary screen, cell-based, HTS, luciferase reporter; NIH 3T3 STAT1-luciferase reporter, IFN-gamma, luminescence; 100% = IFN-gamma alone, no compound; activation (% of control), % at 5.5 µM; 200,000 tested, 2.6% active;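 active = activation above the screen-wide mean activation plus 3 SD, cut at about 130% in these data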;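 note: raw ratio to IFN-gamma control signal so 100% means no change and 0% no light; values of inactives mirror those of a sister screen read the other way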
APP 5UTR inh – inhibitors of APP translation via 5'UTR reporter, primary screen, APP 5'UTR luciferase, SH-SY5Y cells | SH-SY5Y APP 5'UTR-luciferase reporter, luminescence | inhibition, % at 2 µM | 190,000 tested, 0.82% active | AID 1285, 2008;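 active = inhibition above a set limit, derived from the sample mean plus 3 SD, cut at about 45% in these data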; note: values of inactives mirror those of a sister screen read the other way
STAT3 blocker – IL-6 driven STAT3 reporter inhibitors, primary screen, U3A cells, luciferase, luminescence, MLSCN library; IL-6 STAT3-luciferase reporter; host cell line lacks STAT1; inhibition, % at 5.5 µM; AID 862, 2007; 190,000 tested, 0.89% active;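 active = inhibition above the mean inhibition across all screened compounds plus 3 SD, cut at about 44% in these data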;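 note: 0% = DMSO only wells and 100% = 100 µM nifuroxazide control wells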
Diaph inh CS – diaphorase inhibitors and chemical oxidizers, primary screen, counter-screen for diaphorase-coupled primary assays, biochemical, uHTS, resorufin fluorescence; diaphorase resazurin-to-resorufin fluorescence, NADH, 16 min; bacterial (C. kluyveri) enzyme, not human; 190,000 tested, 0.69% active; inhibition, % at 20 µM;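 active = primary screen inhibition at 20 µM above a set limit, cut at about 50% in these data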;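 note: plate controls were DMSO with full reaction for no effect and wells lacking NADH for full effect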
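Benchmarks: positive control wells lacking NADH, neutral wells with DMSO only. System: bacterial diaphorase enzyme (C. kluyveri). Input: 0.14 U/mL diaphorase, enzyme working solution. Detection: resorufin fluorescence, excitation 544 nm, emission 590 nm. Times: 16-min room-temperature incubation before reading.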
STAT1 blocker – STAT1 signaling inhibitors, primary screen, cell-based, HTS, luciferase reporter; NIH 3T3 STAT1-luciferase reporter, IFN-gamma, luminescence; inhibition, % at 5.5 µM; 200,000 tested, 0.35% active; AID 920, 2007;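 active = inhibition above a set limit, the mean inhibition across all tested compounds plus 3 SD, cut at about 34% in these data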;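 note: 0% = IFN-gamma with DMSO and 100% = IFN-gamma with 300 µM nifuroxazide; values of inactives mirror those of a sister screen read the other way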
Diaph act CS – compounds boosting diaphorase resazurin reduction – biochemical, uHTS, resorufin fluorescence, counter-screen for diaphorase-coupled primary assays, primary screen; Diaphorase/resazurin coupled assay, 16 min; active compounds read high; 1 = vehicle wells, 0 = NADH-free wells; activation factor at 20 µM; 190,000 tested, 0.005% active; AID 1229, 2008;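 active = diaphorase activity raised at least twofold by the compound at 20 µM; inactive = activation factor below 2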
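Material: Clostridium kluyveri diaphorase, purified enzyme; Quantity: enzyme 0.07 U/mL final; Medium: HEPES pH 7.4 buffer with MgCl2 and Tween 20; Dosing: single compound dose of 20 µM, 1% DMSO final; Schedule: 16 min reaction at room temperature; Measured by: red resorufin fluorescence at 544/590 nm excitation/emission.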
TLR4 MyD88 comp – inhibitors of TLR4-MyD88 association in cells, primary screen, cell-based, HeLa CL3-4, BLA complementation, FRET ratio; HeLa CL3-4 TLR4/MyD88 BLA complementation; inhibition, % at 8.4 µM; 200,000 tested, 0.18% active; in the data active = inhibition above about 25%;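 note: 0% = vehicle and 100% = reference inhibitor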
Target sequence (O00206 whole entry, looked up): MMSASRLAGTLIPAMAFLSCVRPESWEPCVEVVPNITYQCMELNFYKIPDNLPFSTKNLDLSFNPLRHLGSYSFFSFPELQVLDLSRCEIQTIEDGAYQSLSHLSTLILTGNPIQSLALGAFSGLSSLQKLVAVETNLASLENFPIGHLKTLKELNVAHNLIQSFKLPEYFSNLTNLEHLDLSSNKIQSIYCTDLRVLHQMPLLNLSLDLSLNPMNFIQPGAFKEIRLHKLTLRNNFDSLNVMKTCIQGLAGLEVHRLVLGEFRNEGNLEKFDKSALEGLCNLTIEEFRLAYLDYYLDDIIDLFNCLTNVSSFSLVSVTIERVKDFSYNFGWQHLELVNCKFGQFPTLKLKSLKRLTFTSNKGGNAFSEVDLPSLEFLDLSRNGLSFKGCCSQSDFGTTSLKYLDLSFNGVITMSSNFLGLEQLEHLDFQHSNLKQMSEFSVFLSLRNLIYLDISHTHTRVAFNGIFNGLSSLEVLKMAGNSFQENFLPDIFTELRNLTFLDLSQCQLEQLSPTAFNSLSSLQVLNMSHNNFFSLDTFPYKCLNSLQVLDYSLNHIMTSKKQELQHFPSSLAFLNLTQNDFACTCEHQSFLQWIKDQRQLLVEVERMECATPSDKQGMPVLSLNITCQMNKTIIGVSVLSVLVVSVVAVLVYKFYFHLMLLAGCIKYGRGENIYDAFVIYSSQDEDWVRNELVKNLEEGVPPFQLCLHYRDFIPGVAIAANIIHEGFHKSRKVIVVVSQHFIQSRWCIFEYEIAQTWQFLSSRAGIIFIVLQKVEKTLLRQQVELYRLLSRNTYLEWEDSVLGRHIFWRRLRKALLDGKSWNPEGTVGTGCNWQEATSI
Target sequence (Q99836 whole entry, looked up): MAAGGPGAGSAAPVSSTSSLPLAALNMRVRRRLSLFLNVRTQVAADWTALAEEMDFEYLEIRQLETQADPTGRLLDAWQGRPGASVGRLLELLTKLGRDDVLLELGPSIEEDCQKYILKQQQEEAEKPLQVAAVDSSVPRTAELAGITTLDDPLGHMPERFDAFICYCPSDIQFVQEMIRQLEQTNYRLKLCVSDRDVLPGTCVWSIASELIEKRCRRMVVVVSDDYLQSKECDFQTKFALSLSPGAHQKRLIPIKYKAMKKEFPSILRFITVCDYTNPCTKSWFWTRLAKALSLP
STAT3 act – IL-6 driven STAT3 reporter potentiators, primary screen, U3A cells, luciferase, luminescence, MLSCN library; activation (% of control), % at 5.6 µM; 190,000 tested, 0.91% active; IL-6 STAT3-luciferase reporter; 100% = signal with IL-6 EC80 alone;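 active = activation above the screen-wide mean of compound activation plus 3 SD, cut at about 130% in these data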;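 note: 0% = background luminescence of wells with medium and substrate only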
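Detection: reporter luminescence signal / Assay system: STAT1-lacking human U3A cells, STAT3 luciferase reporter / Incubation: compound pre-incubation 1 h before IL-6, then 6 h stimulation at 37 °C / Control set: IL-6-only high control / Read-out: % activation relative to IL-6 control / Probe or stimulus: Interleukin-6, 33 ng/mL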
Hsp70 activator – Hsp70 transcriptional activators, primary screen, cell-based, HeLa, Hsp70 promoter luciferase, luminescence, 10 µM; HeLa Hsp70 promoter luciferase reporter; scaled: vehicle 0, proteasome-inhibitor control 100%; activation, % at 10 µM; 200,000 tested, 0.04% active;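 active = activation above the mean across all tested compounds plus 3 SD, cutoff set per campaign, cut at about 5.5% in these data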;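 note: 100% = MG132 at 30 µM as the positive control and 0% = DMSO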
Starred values were filed as active, the others as inactive; . = not tested or not shown.

SMILES	G6PDH CS	STAT1 act	APP 5UTR inh	STAT3 blocker	Diaph inh CS	STAT1 blocker	Diaph act CS	TLR4 MyD88 comp	STAT3 act	Hsp70 activator
NC(=O)c1sc2nc(N3CCCCC3)c3c(c2c1N)CCCC3	5	98	12	-6	12	4	0.9	10	108	-0.2
O=C(NC(CO)(CO)CO)c1coc(=O)c(Br)c1	-3	93	0	11	6	8	0.9	1	98	-0.3
Cc1nnc(C)n1/N=C/c1ccccn1	-14	99	-2	5	15	1	0.8	-1	98	-0.1
CCN(C(=O)COC(=O)c1cccc(NS(=O)(=O)c2ccc(F)c(F)c2)c1)C1CCS(=O)(=O)C1 (centres undefined)	6	103	-12	3	13	-3	0.9	14	98	-0.3
CC1(C)Oc2ccc3ccc(=O)oc3c2C(/C=N/O)C1=O (centres undefined)	12	99	-13	-2	2	1	1	12	97	-0.3
CCOc1ccc2nc(SCC(=O)Nc3ncccn3)[nH]c2c1	4	106	10	2	19	-9	0.8	-8	98	-0.2
NC(=O)C1CCN(c2ccc(C(F)(F)F)cc2[N+](=O)[O-])CC1	14	98	-15	13	3	2	1	-18	94	-0.4
OC(COCC1COc2ccccc2O1)CN1CCN(c2ccccn2)CC1 (centres undefined)	0	103	1	18	12	-4	0.9	1	90	-0.3
O=C(CSc1nnc(-c2ccccc2Cl)o1)N1CCCCC1	-11	120	-45	-9	13	-20	0.9	4	108	0.0
CCCCN(CCCC)S(=O)(=O)c1ccc(N2CCCC2=O)c([N+](=O)[O-])c1	.	97	-26	9	.	3	.	-7	96	0.2
COc1cccc(-c2nnc(SCC3CNC(=O)O3)n2-c2ccc(Cl)cc2)c1 (centres undefined)	2	99	10	-7	24	1	0.8	-11	102	-0.2
COc1cc(/C=N/O)ccc1OCc1ccc(C(=O)O)cc1	-6	13	82*	111*	6	93*	0.9	-2	9	-0.7
NC(=O)Cn1c(=O)n(C2CCCCC2)c(=O)c2c3c(sc21)CCCCC3	-6	93	-9	3	16	7	0.8	2	100	-0.3
CC1(C)CC2CC(C)(CN2S(=O)(=O)c2ccc(C(=O)Nc3cccc(S(=O)(=O)N4CCOCC4)c3)cc2)C1 (centres undefined)	14	92	15	41	26	9	0.7	-11	65	-0.2
O=C(CSc1nc2ccsc2c(=O)n1NC(=O)c1ccccc1)NCc1ccco1	7	107	-52	-5	8	-7	0.9	-11	107	-0.1
Cc1cc(C)c(-c2csc(NC(=O)c3n[nH]c(=O)c4ccccc34)n2)c(C)c1	-15	102	-6	-3	13	-2	0.9	4	98	-0.1
Cc1cc(NC(=O)CC23CC4CC(C2)CC(CC(=O)Nc2cc(C)on2)(C4)C3)no1	-4	102	17	4	8	-2	0.9	2	99	-0.5
COc1ccc(CCN(C)C(=O)N2CCOCC2)cc1OC	5	97	-5	3	14	3	0.9	-20	101	0.0
CCOC(=O)CC(=O)CSc1nc(-c2ccccc2)cc(-c2ccccc2)c1C#N	-12	97	12	-10	12	4	0.9	-6	107	-0.1
COc1ccc(Cc2n[nH]c(=S)n(N)c2=O)cc1	7	98	7	9	16	0	0.8	-8	97	-0.1
CC(C)NC(=O)COC(=O)/C=C/c1ccco1	4	106	-18	0	-1	-7	1	-8	102	-0.2
Cn1nc(C(=O)OCc2ccc(F)cc2)c2ccccc2c1=O	5	82	-2	35	7	19	0.9	6	76	-0.2
Cc1cc(S(=O)(=O)Nc2cccc(Cl)c2)c(C)s1	7	100	5	15	20	-2	0.8	5	95	-0.3
O=C(COC(=O)CSc1cccc2cccc(Cl)c12)Nc1ncc(C(F)(F)F)cc1Cl	12	93	4	17	30	7	0.7	-1	89	-0.1
CC(=O)N1CCC(N(CCN2CCOCC2)C(=S)Nc2ccc(C)c(C)c2)CC1	3	93	2	16	2	6	1	-3	88	2.3
COc1ccc2c(c1)CC(C1(O)C(=O)N(C)c3ccccc31)C2=O (centres undefined)	0	104	-21	2	7	-4	0.9	5	103	0.0
COc1ccc(S(=O)(=O)Nc2ccc3c(c2)COC3=O)cc1OC	8	98	-9	4	11	2	0.9	7	99	0.2
CCOC(=O)C1=C(C)N(CCO)C(=O)NC1c1ccccc1 (centres undefined)	16	104	-1	4	17	-3	0.8	-1	102	0.0
O=C(c1ccc(Cl)c(Cl)c1)N1CCOCC1	1	103	0	11	10	-4	0.9	-2	94	0.2
CCOc1ccc(C(CC(=O)O)NS(=O)(=O)c2ccc(C)cc2)cc1OC (centres undefined)	10	97	-13	-2	3	3	1	-10	102	0.0
C/C(=N/NC(=O)CSCc1ccc(Cl)cc1)c1cccc(NC(=O)c2ccccc2)c1	0	105	10	-6	-19	-5	1.2	-4	105	-0.4
O=C(N/N=C/c1ccc(OCC(=O)N2CCOCC2)cc1)c1ccccc1Cl	14	99	-16	3	5	0	0.9	2	104	0.3
COc1ccc(N2C(=O)C3CCCN3C2c2cccc(OC)c2)cc1 (centres undefined)	4	103	4	8	9	-4	0.9	-3	97	-0.3
O=C(NC1CCCCC1)C(c1ccc(F)cc1)N(CCN1CCOCC1)C(=O)c1ccc(-c2ccccc2)[nH]1 (centres undefined)	8	100	12	-4	.	-2	.	10	105	-0.3
CCC(Sc1nc2c(c(=O)n1CC)SC(C)C2)C(=O)OC (centres undefined)	5	90	8	8	14	10	0.9	-13	100	0.0
O=C(COc1ccccc1)Nc1ccc(S(=O)(=O)NCc2ccco2)cc1	8	99	-4	6	18	1	0.8	5	97	-0.2

Ordered by length of the SMILES (rising): part of the list above.
SMILES	G6PDH CS	STAT1 act	APP 5UTR inh	STAT3 blocker	Diaph inh CS	STAT1 blocker	Diaph act CS	TLR4 MyD88 comp	STAT3 act	Hsp70 activator
O=C(c1ccc(Cl)c(Cl)c1)N1CCOCC1	1	103	0	11	10	-4	0.9	-2	94	0.2
CCOC(=O)C1=C(C)N(CCO)C(=O)NC1c1ccccc1 (centres undefined)	16	104	-1	4	17	-3	0.8	-1	102	0.0
COc1ccc(N2C(=O)C3CCCN3C2c2cccc(OC)c2)cc1 (centres undefined)	4	103	4	8	9	-4	0.9	-3	97	-0.3
COc1ccc2c(c1)CC(C1(O)C(=O)N(C)c3ccccc31)C2=O (centres undefined)	0	104	-21	2	7	-4	0.9	5	103	0.0

(continued)
SMILES	G6PDH CS	STAT1 act	APP 5UTR inh	STAT3 blocker	Diaph inh CS	STAT1 blocker	Diaph act CS	TLR4 MyD88 comp	STAT3 act	Hsp70 activator
CCCn1nc(NC(=O)c2cccs2)c2cc3cc(OC)ccc3nc21	-26	94	1	24	15	7	0.9	-4	85	-0.3
Cc1cccc(NC(=O)CC(C)(C)C)c1	0	108	-17	-3	25	-9	0.8	-4	106	-0.1
CNC(=O)OC(C)CNS(=O)(=O)c1ccc(C)cc1 (centres undefined)	-21	101	2	3	16	-1	0.8	-9	101	0.7
O=C(Nc1ccccc1)c1cc(-n2cnnc2)ccc1Cl	8	100	-13	1	-15	0	1.1	2	102	-0.4
CC(=O)Nc1ccc(NC(=O)CN(C)CC(=O)Nc2ccccc2Br)cc1	-1	103	-21	1	-1	-5	1	4	107	0.0
CCN1CCc2c(C#N)c(NCc3ccccc3)nc(NCCO)c2C1	10	99	0	0	46	1	0.5	-2	101	-0.4
COc1ccc(-c2csc(Nc3ccc(C)cn3)n2)cc1OC	8	122	-31	17	22	-24	0.8	3	89	0.0
S=c1[nH]nc(Cc2sc(-c3ccccc3)nc2-c2ccccc2)o1	-6	106	6	8	23	-7	0.8	-11	98	0.3
CC(OC(=O)c1ccccc1Nc1ccc(SC(F)F)cc1)C(N)=O (centres undefined)	-4	91	8	28	28	10	0.7	-13	76	0.0
CCOCC(=O)Nc1cc(C(=O)NCCC(C)C)ccc1Cl	2	106	-19	-2	7	-9	0.9	7	105	-0.4
Fc1ccccc1NC(=S)N1CCCCC1	11	105	-5	-10	-2	-6	1	3	111	-0.3
O=C(c1ccc(C(=O)N2CCCCCC2)cc1)N1CCCCCC1	11	100	0	0	-5	0	1.1	-16	102	0.2
Cc1cc(C)n(CC2CC(=O)N(c3ccc(C)c(Cl)c3)C2=O)n1 (centres undefined)	-5	91	-5	10	11	10	0.9	2	88	-0.4
Cn1cc(C(=O)Nc2ccc3c(c2)CCC3)cn1	-1	111	-42	-4	5	-12	1	0	102	0.0
N#CC1=C(N)N(c2ccccc2)C2=C(C(=O)CCC2)C1c1ccccc1 (centres undefined)	1	97	-8	0	32	4	0.7	1	103	0.0
CC(=O)Oc1ccc(C(=O)Cc2ccccn2)c(O)c1	14	101	6	13	7	-1	0.9	5	88	-0.1
COC(=O)c1cc(-c2ccc(NC(C)=O)cc2)nc2ccccc12	2	109	-11	21	16	-13	0.8	-12	86	0.0
CC(Sc1nnnn1C1CCCCC1)C(=O)O (centres undefined)	13	116	-8	9	.	-17	.	-6	99	-0.2
O=S(=O)(CCN(CCS(=O)(=O)C(F)(F)F)CC1CCCO1)C(F)(F)F (centres undefined)	6	104	-2	2	18	-4	0.8	1	102	-0.2
COc1ccc(-c2c3c(nc4sc5c(=O)[nH]c(C)nc5c24)CCC3)cc1	-6	101	7	-17	24	-1	0.8	4	114	-0.5
CC(C)(C#N)c1cc(Cn2cncn2)cc(C(C)(C)C#N)c1	9	.	.	.	14	.	0.9	.	.	-0.1
Cc1cc(C)c(C)c(S(=O)(=O)N2CCCCC2C(=O)O)c1C (centres undefined)	10	100	1	7	0	-2	1	-13	96	-0.3
CC(C)CCNC(=O)c1cnn2c(C(F)(F)F)cc(-c3ccco3)nc12	9	96	10	17	9	5	0.9	2	90	-0.1
CCOc1ccc(S(=O)(=O)N(CC(=O)O)c2ccccc2)cc1	4	97	10	5	-5	3	1.1	-6	101	-0.2
O=C1C(=O)N(CCO)C(c2ccccc2)/C1=C(\O)c1ccccc1 (centres undefined)	18	103	.	13	5	-3	1	-11	97	0.4
COc1cc2c(=O)n(CCCN3CCOCC3)c(=S)[nH]c2c(OC)c1OC	-2	94	-14	8	10	6	0.9	13	98	0.1
COc1ccc2c(c1)C(=O)CC(c1ccccc1F)O2 (centres undefined)	7	116	-8	8	-3	-17	1	13	99	0.0

Compound activity: PubChem BioAssay, several laboratories
